PRMT1 inh: blocks human protein arginine methyltransferase 1. recombinant PRMT1, activity-based probe fluorescence polarization. inhibition, % at 2.79 µM. 370,000 tested, 1.3% active;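 active = inhibition above about 21% made by adding two undisclosed values, limit read from the data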
SIAE primary: inhibitors of human sialic acid acetylesterase SIAE; inhibition, % at 9.66 µM; 370,000 tested, 0.69% active; Q9HAT2; AID 1053197; SIAE FP-Rh probe binding, fluorescence polarization;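 active = inhibition above a cutoff: mean of compounds within the control limits plus 3 SD of those, cut at about 17% in these data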;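 also: 0% = plate median of compound wells and 100% = probe without SIAE protein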
TDP2 inh: blocks human TDP2 phosphodiesterase activity; recombinant TDP2, T5PNP hydrolysis, p-nitrophenol absorbance 415 nm; inhibition, % at 12.8 µM; 370,000 tested, 0.34% active; AID 720702;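 active = inhibition above the mean of all tested compounds plus 3 SD, set per campaign, cut at about 25% in these data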;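 also: 0% = DMSO with enzyme and 100% = buffer with substrate but no TDP2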
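System – recombinant human TDP2 · Quantity – TDP2 enzyme at 120 nM final · Doses – single concentration, 12.8 µM nominal, with 1% DMSO · Incubation – 2 h at 37 °C · Measured by – epi absorbance of p-nitrophenol freed from T5PNP by hydrolysis · Read-out – % inhibition relative to enzyme-containing and enzyme-free wells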
Tn7 DDE FP: DD(E)-Tn7 binding inhibition, primary FP screen | P02675 | FP displacement of FITC-Tn7 peptide from fibrin DD(E); 0% = median of compound wells per plate | inhibition, % at 8.3 µM | 370,000 tested, 0.13% active;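 active = inhibition above the mean of compounds falling within the control limits plus 3 SD of them, cut at about 14% in these data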;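 also: 0% = plate median of compound wells and 100% = 10 µM Aha-Tn7 peptide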
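Assay system: Human fibrin DD(E) protein | Medium: Tris buffer with calcium and detergent, pH 7.8 | Reagent: 0.1 µM fluorescent Tn7 | Compound dosing: Single point at 8.3 µM | Times: 10 min preincubation, 3 h with tracer, room temperature | Detection: Fluorescence polarization of the labelled Tn7 tracer | Controls: Aha-Tn7 high control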
mABHD4 FP: ABHD4 (mouse) inhibition, primary FP screen; Q8VD66; purified mABHD4, FP-Rh probe fluorescence polarization; inhibition, % at 8.92 µM; 370,000 tested, 0.54% active; AID 720543;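 active = inhibition exceeding the mean over every tested compound plus 3 SD, cut at about 30% in these data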;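 also: 0% = plate median of compound wells and 100% = S159A mutant with DMSO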
Target sequence (Q8VD66 whole entry, looked up): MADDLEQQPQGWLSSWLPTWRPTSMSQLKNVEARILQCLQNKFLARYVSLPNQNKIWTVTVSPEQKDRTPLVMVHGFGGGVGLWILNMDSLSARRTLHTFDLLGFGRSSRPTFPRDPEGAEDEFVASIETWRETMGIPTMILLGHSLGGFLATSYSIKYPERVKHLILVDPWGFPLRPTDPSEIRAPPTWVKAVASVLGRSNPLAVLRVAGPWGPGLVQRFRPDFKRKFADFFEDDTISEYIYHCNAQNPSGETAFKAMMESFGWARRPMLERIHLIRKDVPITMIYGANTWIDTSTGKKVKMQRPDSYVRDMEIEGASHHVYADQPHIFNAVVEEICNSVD
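Doses – 8.92 µM, single dose · Material – wild-type mouse ABHD4 protein · Replication – single well per compound (singlicate) · Measure – percent inhibition of probe binding, normalized to plate controls · Schedule – 45 min compound pre-incubation plus 60 min probe step, 25 °C · Detection – fluorescence polarization with parallel and perpendicular emission, 525/598 nm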
UHRF1 binding: UHRF1 methyl-DNA binding inhibition. inhibition, % at 4.4 µM. 370,000 tested, 0.75% active. UHRF1 binding to methylated oligo, TR-FRET. Q96T88. AID 687016; in the data active = inhibition above about 21%;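 also: UHRF1 SRA domain binding a hemimethylated CpG hairpin DNA probe; 0% = median of test compound wells and 100% = reference inhibitor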
Target sequence (Q96T88 whole entry, looked up, the tested form may be a part): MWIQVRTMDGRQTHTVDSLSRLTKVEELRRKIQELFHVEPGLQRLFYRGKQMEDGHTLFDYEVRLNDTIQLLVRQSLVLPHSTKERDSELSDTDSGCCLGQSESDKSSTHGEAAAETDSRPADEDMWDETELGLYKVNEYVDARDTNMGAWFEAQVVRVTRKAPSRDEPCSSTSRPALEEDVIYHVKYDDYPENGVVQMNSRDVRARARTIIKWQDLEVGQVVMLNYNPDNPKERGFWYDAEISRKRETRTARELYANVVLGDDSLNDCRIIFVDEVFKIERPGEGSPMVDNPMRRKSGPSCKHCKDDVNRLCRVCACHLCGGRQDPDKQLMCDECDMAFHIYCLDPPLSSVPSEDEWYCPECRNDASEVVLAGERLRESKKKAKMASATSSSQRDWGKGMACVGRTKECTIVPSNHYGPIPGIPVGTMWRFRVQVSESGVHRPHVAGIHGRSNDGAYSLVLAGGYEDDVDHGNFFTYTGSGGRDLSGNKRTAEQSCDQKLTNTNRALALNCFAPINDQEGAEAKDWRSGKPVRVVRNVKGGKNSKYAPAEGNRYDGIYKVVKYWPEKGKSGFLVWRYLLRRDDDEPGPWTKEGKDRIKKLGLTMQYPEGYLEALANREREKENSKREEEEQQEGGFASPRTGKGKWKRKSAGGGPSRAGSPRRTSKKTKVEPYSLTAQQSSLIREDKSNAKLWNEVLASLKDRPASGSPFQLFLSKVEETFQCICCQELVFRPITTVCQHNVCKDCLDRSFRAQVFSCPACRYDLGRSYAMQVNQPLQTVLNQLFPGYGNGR
TCR CD3 inh: human TCR-CD3 binding inhibition; TAMRA-labeled TCR probe fluorescence, biochemical; inhibition, % at 9.4 µM; 360,000 tested, 0.37% active; AID 651800; in the data active = inhibition above about 19%;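 also: recombinant mutant TCR 2C K166C tagged with TAMRA read by polarization; 0% = receptor in buffer alone and 100% = receptor with positive control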
PG9 binder: PG9 antibody binding by small molecule | 360,000 tested, 0.43% active | inhibition, % at 6.7 µM | TR-FRET gp120-PG9 antibody binding | AID 624416; in the data active = inhibition above about 8.5%
HTRA1 inh: inhibitors of human serine peptidase HTRA1 | recombinant HTRA1, FP-rhodamine activity-based probe, fluorescence polarization | inhibition, % at 5.96 µM | 340,000 tested, 0.5% active | AID 504803; in the data active = inhibition above about 36%;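 also: 0% = enzyme with DMSO and 100% = wells lacking enzyme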
LEDGF integ inh: blocks HIV-1 LEDGF/p75-dependent DNA integration; TR-FRET IN-LEDGF/p75 DNA integration, Eu/Cy5; inhibition, % at 3.7 µM; 370,000 tested, 0.64% active;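 active = inhibition above the screen-wide mean plus 3 SD, cut at about 13% in these data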;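 also: signal is the Cy5 over europium emission ratio at 671 and 618 nm; 0% = plate median of compound wells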
* marks the source's active call; other numbers are inactive results; · = not tested or not shown.

SMILES	PRMT1 inh	SIAE primary	TDP2 inh	Tn7 DDE FP	mABHD4 FP	UHRF1 binding	TCR CD3 inh	PG9 binder	HTRA1 inh	LEDGF integ inh
CCCCNC(=O)C1C(c2ccc(OC)cc2)=Nc2ccccc2N1C(=O)c1ccc2ncccc2c1 (configuration not stated)	-4	-2	-4	-1	-7	-4	6	-1.1	·	-3
COC(=O)c1sccc1NC(=O)c1c(F)c(F)c(F)c(F)c1F	0	-7	-14	-4	-5	2	0	-1.0	·	2
O=C(NCc1ccc(-c2csnn2)cc1)c1cc(Cl)cc(Cl)c1	1	-6	1	-5	-3	0	-3	-0.6	5	-2
Cc1oc(-c2ccc(Cl)cc2)nc1CN1CCCN(C(=O)c2ccco2)CC1	1	1	-7	2	8	1	7	0.2	-14	0
Cc1ccccc1CN(c1ccc(C(=O)Nc2ccccc2C(=O)N2CCCC2)cc1)S(C)(=O)=O	1	-3	2	-4	1	1	12	0.4	-6	3
CC(=O)Nc1ccc2ccc3cccc4ccc1c2c34	-5	-5	-3	-2	3	-3	1	-11	4	-2
CC1(C(=O)NS(=O)(=O)c2ccc(Cl)cc2)CCN1C(=O)CCc1ccc(Cl)cc1Cl (configuration not stated)	3	2	10	-1	-6	-1	-2	1.0	·	-6
CCOC(=O)c1cnc2c(N=Nc3cccc(Cl)c3)c(N)nn2c1N	2	-4	4	-2	6	2	-6	-0.5	·	3
C=CCN1CN(S(=O)(=O)c2cccc(Cl)c2)c2nc3ccccc3nc21	4	-2	7	4	-1	0	-8	0.7	-33	-1
O=C(NNC(=S)Nc1ccc(Cl)cc1Cl)c1ccncc1	4	7	-8	-2	11	-2	3	-2.5	6	1
Cc1c2cnn(CC(=O)NCc3ccccn3)c(=O)c2c(C)n1Cc1ccc(Cl)cc1	2	0	-8	2	-5	0	0	1.2	3	-2
COc1ccc(S(=O)(=O)NCC2CCC(C(=O)NCCC(C)C)CC2)cc1 (configuration not stated)	-2	-4	-1	-2	2	0	6	0.3	-4	-3
CCCn1c2ccccc2c2nnc(SCC(=O)Nc3c(C)n(C)n(-c4ccccc4)c3=O)nc21	3	-8	0	1	8	-1	-3	-0.2	-4	1
COc1ccc(OC)c(C(C(=O)NCc2ccco2)N(C(=O)Cn2nnc3ccccc32)C2CC2)c1 (configuration not stated)	-1	7	3	-5	6	-1	5	0.6	1	1
CC(=O)Nc1ccc(NC(=O)c2sc(-c3ccccc3)nc2C)cc1	-6	2	11	-3	-6	0	1	0.5	-5	4
O=C(/C=C/c1ccco1)Nc1nc(-c2ccccc2)cs1	0	-2	5	0	-11	1	-3	0.4	-16	-1
Cc1ccc(S(=O)(=O)C2(C(=O)Nc3ccc4c(c3)OCO4)CC2)cc1	9	-2	-2	-5	-4	3	1	1.2	-1	-1
O=c1[nH]c(=O)c2[nH]c(=O)n(-c3ccccc3)c2[nH]1	0	1	8	-11	3	-2	3	-1.9	12	-3
Cc1ccc(CN2CCN(CC3CC4C=CC3C4)CC2)cc1 (configuration not stated)	-2	5	-2	3	12	-2	-2	-0.2	2	-5
O=C(c1ccccc1)c1ccc[nH]1	2	0	3	5	-6	0	-5	1.4	-2	-5
O=C(NCCc1ccc2c(c1)OCCO2)c1ccccc1F	1	4	7	-4	2	-1	4	-1.2	-5	0
Cc1nc2ccccn2c1/C(O)=C1\C(=O)C(=O)N(CCN2CCOCC2)C1c1ccncc1 (configuration not stated)	0	-1	1	0	9	-1	8	-0.4	-2	-3
N#Cc1ccc(C2=CC(=O)C[C@H](c3ccc(F)cc3)C2)cc1	-1	-5	-2	-3	-8	-2	5	1.0	-6	-1
Cc1cc(C(=O)CSc2nncs2)c(C)n1-c1ccc2c(c1)OCO2	0	10	1	1	8	-3	-5	0.3	-10	-1
O=C(Nc1nccs1)c1cc2sccc2n1Cc1ccc(F)cc1	-2	-1	5	1	4	-1	2	9.4*	4	-1
O=[N+]([O-])c1cccc(/C=C/c2nc(C=Nc3ccccc3)c(O)o2)c1	3	-1	-2	1	-1	1	-7	0.9	2	5
O=C(COc1ccc(F)cc1Br)N1CCN(c2ncccn2)CC1	-4	1	4	9	-2	0	2	-0.1	6	3
COC(=O)Nc1ccc(S(=O)(=O)N2CCC(C)CC2)cc1	-5	14	6	4	0	3	5	-2.1	0	0
CON(C)C(=O)[C@H]1C[C@@H]2[C@H](C[C@@H](c3ccccc3)[C@H]1C)N(c1ccc(F)cc1)C(=O)N2CCCOc1ccccc1	4	3	-3	-10	4	-2	-2	1.5	·	3
CCCCc1cn([C@@H](CCCCN)C(=O)N2CCNCC2)nn1	5	-3	2	0	3	24*	4	-2.5	0	2
Cc1cccc(NC(=O)c2cccc(C(=O)Nc3cccc(C)c3)n2)c1	-3	-6	10	0	-5	-1	5	0.3	3	0
CS(=O)(=O)c1ccc2nc(NC(=O)C3=NN(c4ccccc4)C(=O)CC3)sc2c1	-1	-3	-5	2	-1	-1	0	-1.8	-4	0
O=C(Nc1cc(S(=O)(=O)N2CCOCC2)ccc1N1CCOCC1)c1ccc(Cl)nc1	-1	-5	2	8	-3	0	8	-0.9	-6	0
N#C/C(=C\c1c(N(Cc2ccccc2)Cc2ccccc2)nc2ccccn2c1=O)C(N)=O	1	0	3	5	8	1	-1	-0.1	-14	1
CCN1C(=O)c2cccc3cccc1c23	-1	1	-2	3	-11	-5	6	-1.1	3	0
Cc1c(OCC(=O)N(C)C)ccc2c(-c3ccccc3)cc(=O)oc12	1	0	-2	1	4	-3	0	-2.3	-6	0
OCC1(CCCc2ccccc2)CCN(Cc2cc(F)ccc2F)CC1	-3	-4	9	2	-2	-3	-3	1.2	7	2
COc1ccc(/C=N/Nc2cc(N3CCCC3)nc(N3CCCC3)n2)cc1	7	7	-7	-3	16	-6	3	-2.0	3	-3
CC(C)(C)NC(=O)Cn1nnnc1-c1nonc1N	0	1	-15	-9	4	0	-4	-0.8	-2	2
NC(=S)NNC(=O)Nc1ccc(Cl)c(Cl)c1	-2	5	5	-3	0	-5	4	-1.7	1	4
COc1cc(OC)nc(NC(C)=O)n1	1	3	5	-3	0	0	5	-2.4	-4	-1
COc1ccc(-c2nnc(SC(C(=O)c3c[nH]c4ccccc34)c3ccccc3)n2N)cc1OC (configuration not stated)	2	-30	-1	-5	-68	-6	5	-1.9	-89	4
CCc1ccccc1NC(=O)CNC(=O)c1ccc(S(=O)(=O)NCc2ccco2)cc1	11	0	2	1	-5	1	-3	0.2	-1	2
Cc1cccn2c(=O)c(/C=C(\C#N)S(=O)(=O)c3ccccc3)c(N3CCN(Cc4ccccc4)CC3)nc12	19	-2	10	0	6	0	2	-0.2	-14	0
Cn1nc(C(C)(C)C)cc1NC(=O)C1(C)CCN1C(=O)c1ccccc1CCc1ccccc1 (configuration not stated)	2	-2	0	3	-3	0	5	-0.9	·	-3
Cc1ccc2c(CC(=O)OCc3cc(=O)n4c(n3)sc3ccccc34)coc2c1	3	2	-7	9	-4	9	0	3.3	-4	3
O=C(NCCC(=O)N1CCN(c2ccccc2O)CC1)c1ccc(Br)cc1	0	3	-4	-3	3	0	-3	-3.3	-9	0
COC(=O)c1ccc2nc(-c3cccc(Br)c3)c(Cc3ccsc3)n2c1	0	-4	3	2	-10	21*	4	-0.8	·	2
C=CCn1c(SCc2nc3ccccc3c(=O)[nH]2)nc2scc(C3CC3)c2c1=O	11	-12	-12	-2	-15	5	-10	15*	-4	2
CC(=O)c1ccc(NC(=O)c2ccn(C(=O)OCC(C)C)n2)cc1	-1	4	-3	-7	2	-5	-7	-4.4	8	8
NS(=O)(=O)c1ccc(NC(=O)/C=C/c2ccccc2Cl)cc1	-1	-23	-9	-6	-27	0	2	-0.4	-20	4
NCCCNc1nc(N)c([N+](=O)[O-])c(NC2CCCCC2)n1	-3	3	4	-3	1	4	7	2.6	-4	4
O=C(Nc1c(C(=O)N2CCOCC2)cnn1-c1ccccc1)c1ccco1	-4	-5	5	-8	3	1	0	-1.0	0	-1
COC(=O)C1CC2=C(CCCC2=O)NC1=O (configuration not stated)	0	-3	10	6	5	-4	0	1.7	6	0
Cc1onc(-c2ccccc2Cl)c1C(=O)Nc1sc2c(c1C#N)CCC2	0	0	-1	-2	-11	0	-6	-2.4	-8	-2
O=[N+]([O-])c1ccc(S(=O)(=O)N(CCCN2CCOCC2)Cc2cccs2)cc1	-11	-4	4	-7	3	-1	1	-2.9	-5	4
CC(=O)c1ccc(NC(=O)c2cc(Cl)sc2Cl)cc1	-3	8	10	4	-12	-2	2	-1.6	-13	-1
COc1ccc(-n2c(COc3ccc(C)cc3)n[nH]c2=S)cc1	-1	9	8	-10	-6	0	11	-1.9	11	0
NNC(=O)c1sc(-c2ccc(Cl)cc2)cc1N	-4	7	-8	2	7	-3	3	-1.9	12	-4
CC1(C)Cc2cccc(OCC(=O)Nc3cccnc3Cl)c2O1	-1	-2	-7	-2	0	4	-2	0.9	-3	-5

Fetched by compound from the entries so far, 2 records:
SMILES	PRMT1 inh	SIAE primary	TDP2 inh	Tn7 DDE FP	mABHD4 FP	UHRF1 binding	TCR CD3 inh	PG9 binder	HTRA1 inh	LEDGF integ inh
O=C(NCCC(=O)N1CCN(c2ccccc2O)CC1)c1ccc(Br)cc1	0	3	-4	-3	3	0	-3	-3.3	-9	0
CCCCNC(=O)C1C(c2ccc(OC)cc2)=Nc2ccccc2N1C(=O)c1ccc2ncccc2c1 (configuration not stated)	-4	-2	-4	-1	-7	-4	6	-1.1	·	-3

Some of the entries above, reformatted:
Molecule,PRMT1 inh,SIAE primary,TDP2 inh,Tn7 DDE FP,mABHD4 FP,UHRF1 binding,TCR CD3 inh,PG9 binder,HTRA1 inh,LEDGF integ inh
O=C(Nc1c(C(=O)N2CCOCC2)cnn1-c1ccccc1)c1ccco1,-4,-5,5,-8,3,1,0,-1.0,0,-1
COC(=O)C1CC2=C(CCCC2=O)NC1=O (configuration not stated),0,-3,10,6,5,-4,0,1.7,6,0
Cc1onc(-c2ccccc2Cl)c1C(=O)Nc1sc2c(c1C#N)CCC2,0,0,-1,-2,-11,0,-6,-2.4,-8,-2

More compounds follow.
SMILES	PRMT1 inh	SIAE primary	TDP2 inh	Tn7 DDE FP	mABHD4 FP	UHRF1 binding	TCR CD3 inh	PG9 binder	HTRA1 inh	LEDGF integ inh
CCc1ccccc1NC(=O)CN(C)C(=O)CSc1nn(-c2ccccc2)c(=S)s1	-5	7	0	8	5	-2	2	-1.8	2	0
O=c1[nH]c(NNC(=S)NCc2ccccc2)nc2c1C1(CCCCC1)Cc1ccccc1-2	0	-71	-6	4	-56	-2	1	-0.6	-81	2
Cc1cc(NCCCN2CCOCC2)n2nc(C)c(-c3ccccc3)c2n1	2	2	-2	7	-7	5	-5	-1.7	5	-2
Cc1nc(N)ncc1Sc1ccccc1	-4	0	-1	6	2	-2	-1	0.9	0	2
Cc1ccccc1C(C)NC(=O)COC(=O)Cn1cc(C(F)(F)F)ccc1=O (configuration not stated)	-1	3	-1	0	-9	0	-6	-1.3	6	9

Screening data deposited in PubChem by The Scripps Research Institute Molecular Screening Center.
